# Nrf2 inh – Nrf2 qHTS screen for inhibitors; Potency, µM (highest dose often 46 µM), for the others: at the top dose activity change, negative = inhibition, actives largely listed as inhibitors; 360,000 compounds, 2.1% hits; AID 504444, 2011; A549 ARE-Fluc reporter, luciferase luminescence, 18-24 h; note: % is set by controls: 0 for no effect and ±100 for the full control effect; nearly all actives have a fitted effect of over 60% in size
#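 Reporter: ARE-Fluc in A549. Exposure: 18-24 h, 37 °C, 5% CO2, 5% FBS OPTI-MEM. Readouts: fluorescent cytotoxicity (CellTiter-Fluor), then luminescent Nrf2 signal after BugLite.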
# EPAC2 antag – qHTS for Antagonist of cAMP-regulated guanine nucleotide exchange factor 2 (EPAC2): primary screen; 360,000 compounds, 0.18% hits; EPAC2 GEF exchange of Rap1B-BODIPY-GDP, fluorescence; Rap guanine nucleotide exchange factor 4 (Homo sapiens), Q8WZA2; Potency, µM (top dose mostly 114 µM), for the others: at the highest dose activity, negative = inhibition, usual class: inhibitors; AID 720708, 2013; note: % is set by controls: 0 for no effect and ±100 for the full control effect; nearly all actives have a fitted effect of over 45% in size; many of its hits are not listed in these tables
# Target sequence (Q8WZA2 whole entry, looked up): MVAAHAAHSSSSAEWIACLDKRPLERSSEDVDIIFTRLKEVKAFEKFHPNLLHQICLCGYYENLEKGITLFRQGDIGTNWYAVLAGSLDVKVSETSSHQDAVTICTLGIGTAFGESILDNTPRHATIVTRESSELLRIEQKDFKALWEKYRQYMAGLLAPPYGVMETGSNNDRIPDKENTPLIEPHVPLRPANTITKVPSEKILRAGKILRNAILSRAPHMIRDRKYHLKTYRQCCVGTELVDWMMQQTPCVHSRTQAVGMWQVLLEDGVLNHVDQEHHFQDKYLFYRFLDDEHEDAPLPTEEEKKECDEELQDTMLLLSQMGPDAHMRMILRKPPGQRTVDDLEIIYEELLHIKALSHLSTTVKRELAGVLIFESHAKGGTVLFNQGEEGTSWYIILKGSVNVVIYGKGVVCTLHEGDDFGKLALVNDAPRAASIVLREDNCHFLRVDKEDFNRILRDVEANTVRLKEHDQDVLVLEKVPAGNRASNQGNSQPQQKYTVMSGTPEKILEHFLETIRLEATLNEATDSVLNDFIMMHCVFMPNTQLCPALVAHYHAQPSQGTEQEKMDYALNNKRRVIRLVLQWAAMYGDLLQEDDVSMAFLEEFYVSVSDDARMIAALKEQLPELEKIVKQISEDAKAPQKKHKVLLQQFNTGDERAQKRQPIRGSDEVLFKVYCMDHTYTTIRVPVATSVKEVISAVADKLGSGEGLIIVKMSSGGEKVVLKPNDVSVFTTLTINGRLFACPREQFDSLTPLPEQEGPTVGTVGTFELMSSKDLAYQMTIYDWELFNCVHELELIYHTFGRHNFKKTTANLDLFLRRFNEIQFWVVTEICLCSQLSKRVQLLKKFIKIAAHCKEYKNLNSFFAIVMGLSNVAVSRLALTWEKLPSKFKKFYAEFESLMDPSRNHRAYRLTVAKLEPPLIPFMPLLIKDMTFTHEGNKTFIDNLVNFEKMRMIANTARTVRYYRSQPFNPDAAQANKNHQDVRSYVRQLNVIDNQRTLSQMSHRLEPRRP
# HepG2 tox – qHTS for Inhibitors of TGF-b: Cytotox Counterscreen. 410,000 compounds, 0.76% hits. Potency, µM (doses to about 46.1 µM), for inactives: at the highest dose activity change, negative = cytotoxicity, hits mostly cytotoxic. HepG2 CAGA-GFP viability, ATP luminescence, 18 h; note: some results filed as inactive show a strong effect at the top dose
#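 CellTiter-Glo luminescence gave cytotoxicity after 18 hours at 37 degrees C. The cells were HepG2 CAGA-GFP in 1% FBS DMEM, stimulated with 500 pg/mL TGF-beta after compound addition. %Activity was normalised to no-cell wells (complete cell-killing) and DMSO (no toxicity), and curves were fitted and classified.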
# S2 tox – Viability Counterscreen for Primary qHTS for Inhibitors of ATXN expression; S2 cells (HEK-293 line with an ATXN2-luciferase reporter) viability, CellTiter-Fluor protease fluorescence, 24 h; Potency, µM (doses to about 56.7 µM), usual class: cytotoxic; 400,000 compounds, 0.49% hits; AID 651635, 2014; note: nearly all actives have a fitted effect of over 40% in size
# Nrf2 activator – qHTS of Nrf2 Activators. Potency, µM (highest dose often 46.1 µM), for inactives: top-dose activation, most hits filed as activators. AREc32 ARE-luciferase reporter (MCF7-derived line), luminescence, 24 h. 410,000 compounds, 0.31% hits; note: % of control where 0% means no effect; nearly all actives have a fitted effect of over 65% in size
#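 Steps: seed AREc32_Fluc cells (1000/well, 5% FBS OPTI-MEM); incubate overnight at 37 deg C; add 23 nL compound; incubate 24 hr; add Steady-Glo; hold 30 min RT; read luminescence.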
# TGFb inhibitor – qHTS for Inhibitors of TGF-b. HepG2 CAGA-GFP TGF-b/SMAD3 reporter, GFP fluorescence, 18 h; TGF-beta stimulated, 500 pg/mL final. Potency, µM (doses to about 46.1 µM), for inactives: top-dose activity, negative = inhibition, usual class: inhibitors. 410,000 compounds, 1.2% hits; note: % is set by controls: 0 for no effect and ±100 for the full control effect; nearly all actives have a fitted effect of over 65% in size
#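 Cell-based qHTS in HEPG2 carrying a CAGA-GFP Smad reporter; compounds added before 500 pg/mL final TGF-beta, 18 h incubation at 37 degrees C, GFP fluorescence quantified per cell by imaging cytometry.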
# ATXN2 expr inh – Primary qHTS for Inhibitors of ATXN expression | 360,000 compounds, 0.72% hits | Potency, µM (highest dose often 57 µM), inactives show at the highest dose activity change, negative = inhibition, most hits filed as inhibitors | HEK-293 ATXN2-luciferase reporter, luminescence, 24 h; note: % is set by controls: 0 for no effect and ±100 for the full control effect; nearly all actives have a fitted effect of over 55% in size
#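 ATXN2-luciferase reporter cells (luciferase flanked by upstream and downstream ATXN2 gene portions) were treated 24 h at 37 °C with compounds at up to 57 uM. SteadyGlo luminescence gave expression; GF-AFC fluorescence gave viability.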
# A549 viability – Nrf2 qHTS screen for inhibitors: counterscreen for cytotoxicity. A549 ARE-Fluc cells, CellTiter-Fluor viability, 18-24 h. Potency, µM (top dose mostly 46 µM), without a hit: at the highest dose activity change, negative = cytotoxicity, hits mostly inhibitors. 390,000 compounds, 0.16% hits. AID 504648, 2011; note: % is set by controls: 0 for no effect and ±100 for the full control effect
#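 A549 ARE-Fluc cells in 5% FBS OPTI-MEM, 5000 cells/well, rested 2 h then exposed to compounds in concentration-response for 18-24 h at 37 °C. Viability by CellTiter-Fluor fluorescence (Ex 405/Em 525) after 30 min; luciferase luminescence (BugLite, 15 min, RT) read afterwards.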
# MCF10A rereplic – A quantitative high throughput screen for small molecules that induce DNA re-replication in MCF 10a normal breast cells; 350,000 compounds, 2.9% hits; MCF 10A DNA re-replication, Hoechst nuclear intensity, 48 h; Potency, µM (titrated, usually from 46.1 µM), without a hit: top-dose activity, positive = re-replication, usual class: activators; note: % of control where 0% means no effect; nearly all actives have a fitted effect of over 50% in size
# The depositor's hits bear a star; i = inactive; ? = inconclusive; nt = no result given; [ ] = remark or other dose. Calls come from the whole dose curve; as a rule, active = well fitted curve in the direction sought with a large enough effect; inconclusive = small, poorly fitted or top-dose-only effect, or another doubt; inactive = no such curve, though single readings can be large; an effect the other way counts as inactive or inconclusive. Potency is the fitted concentration of half-maximal effect. These rows are one share of the data. The share of hits here may be higher or lower than overall.
SMILES,Nrf2 inh,EPAC2 antag,HepG2 tox,S2 tox,Nrf2 activator,TGFb inhibitor,ATXN2 expr inh,A549 viability,MCF10A rereplic
O=C(CCN1CCCO1)NC1CCCc2c1cnn2-c1ccccc1F (configuration not stated),-29%,-1%,-11%,i,-0.4%,4%,-13%,2%,-9%
CCCN1CN(Cc2ccccc2)CNC1=S,-28%,0%,0%,i,-0.2%,-5%,0%,-1%,-3%
CCNC(=S)N/N=C(\C)c1cccc(OC)c1,3%,1%,2%,i,-0.5%,-9%,-3%,-1%,?
CCn1c(CSc2ncccn2)nnc1SCC(=O)N1c2ccccc2CC1C (configuration not stated),nt,1%,-6%,i,0.0%,23%,1%,-5%,-5%
COCCCN1C(=O)C(=O)/C(=C(/O)c2ccc(C)cc2)C1c1ccccc1 (configuration not stated),7%,-10%,-5%,i,1.4%,-1%,0%,-14%,0%
COc1ccc(-c2cc(C(=O)Nc3c(Cl)cc(Cl)cc3Cl)c3ccccc3n2)cc1OC,2%,18%,10%,i,-0.3%,-3%,20%,1%,?
COC(=O)C1=CN(Cc2ccc(OC)c(OC)c2)C=C(C(=O)OC)C1c1cccc(OC)c1OC,-4%,0%,-13%,nt,0.4%,3%,2%,11%,?
COc1ccc2c(c1)Cc1sc(NC(=O)c3ccc(Cl)cc3)nc1-2,?,nt,-14%,nt,7.7%,-8%,nt,-9%,nt
CCCC(=O)N1CCC1(C)C(=O)NCc1ccc(C(C)C)cc1 (configuration not stated),nt,-5%,8%,i,-0.6%,1%,10%,nt,nt
CCOC(=O)N1CCN(CCC(=O)Nc2ccc(C)c(Br)c2)CC1,nt,-1%,-35%,i,-0.3%,-18%,-6%,-2%,-2%
COc1ccc(NC(=O)Nc2cccc3ccccc23)cc1S(N)(=O)=O,-19%,-1%,-34%,i,-0.4%,-18%,-2%,0%,-3%
COc1ccc(NC(=O)CN2C(=O)C(C)Oc3ccccc32)c(OC)c1 (configuration not stated),nt,-5%,4%,i,0.5%,-8%,-3%,6%,1%
Cc1cc(C(C)(C)C)cc(C)c1C[n+]1ccc2ccccc2c1,3.7µM*,7%,-12%,i,-0.7%,?,-38%,-18%,?
S=C(Nc1ccccc1)N1CCOCCOCCN(C(=S)Nc2ccccc2)CCOCCOCC1,?,-11%,-17%,i,-0.2%,-16%,-15%,0%,-3%
O=C(NC1CC(=O)N(c2ccccc2)C1)N1CCN(C(=O)c2ccco2)CC1 (configuration not stated),-3%,13%,-6%,i,0.0%,-13%,-5%,1%,-1%
O=C(NCc1ccccn1)c1ccc2c(=O)n3nc(Nc4ccccc4)sc3nc2c1,-10%,4%,11%,i,-0.4%,2%,-24%,6%,-2%
Nc1c(N(Cc2ccco2)C(=O)c2ccc(Br)cc2)c(=O)[nH]c(=O)n1Cc1ccccc1,-11%,-1%,4%,i,2.0%,7%,3%,-1%,?
O=C(Oc1ccccc1)c1cc2ccccc2o1,-2%,-1%,1%,i,-0.4%,2%,1%,-4%,0%
CN(C)C(=O)CCc1ccc2c3c([nH]c2c1)[C@]1(C)[C@@H](C(=O)N2CCOCC2)C[C@H](CC(=O)NCc2cccc(C(F)(F)F)c2)C(=O)N1CC3,12%,-7%,-64%,i,5.8%,-28%,7%,-5%,23%
O=C(Nc1ccc(Cl)cc1)C1CCCN(S(=O)(=O)c2cnc[nH]2)C1 (configuration not stated),-13%,7%,-6%,i,0.1%,5%,-12%,-4%,9%
CC(C)C(=O)NC(Nc1ccccc1F)C(Cl)(Cl)Cl (configuration not stated),-21%,-4%,-14%,i,-0.5%,2%,3%,1%,23%
NC(=O)c1nnn(-c2cccc(C(F)(F)F)c2)c1-c1ccccc1,1%,-2%,3%,i,-0.9%,9%,-7%,5%,-6%
OC(CSc1ccccc1)CN1CCN(c2cccc(Cl)c2)CC1 (configuration not stated),1%,-1%,-27%,i,3.0%,-12%,-23%,6%,?
Cc1ccc(CNC(=O)Nc2cc(C(=O)NCc3cccc(F)c3)ccc2N2CCCC2)cc1,nt,nt,-2%,?,6.8%,?,?,-20%,nt
CCC1(c2ccc(Cl)cc2)NC(=O)N(Cc2ccc(C(=O)OC)cc2)C1=O (configuration not stated),-7%,?,13%,i,3.7%,-1%,-10%,-8%,1%
COc1ccc(OCC(=O)Nc2cc(OC)cc(OC)c2)cc1,-24%,0%,-1%,i,-0.8%,-15%,2%,-1%,28%
Cc1ccc(-c2nn(-c3cccc(F)c3)cc2CN(Cc2nccn2C)C(C)C)o1,-8%,-11%,-27%,?,7.0%,?,-14%,-13%,59%
Cc1cc(C)c2c(n1)sc1c(-c3ccccc3)c(C#N)c(N)nc12,-13%,-3%,0%,i,0.1%,-7%,-23%,1%,3%
CC1(C)CC(=O)C=C(NC2CCCC(O)C2)C1 (configuration not stated),-15%,-14%,-14%,i,-0.4%,-8%,3%,3%,?
CCCCOc1ccc(/C(O)=C2/C(=O)C(=O)N(Cc3cccnc3)C2c2ccncc2)c(C)c1 (configuration not stated),21%,0%,-6%,i,-0.1%,6%,2%,-1%,-32%[inhibitor]
CCN1C(=O)c2ccccc2S(=O)c2ccc(C(=O)NCCCN3CCCC3=O)cc21 (configuration not stated),3%,12%,-26%,i,-0.3%,0%,-11%,-7%,3%
CSc1nc(C)nc(N/C=C(\C#N)S(=O)(=O)c2ccccc2Cl)n1,2%,1%,4%,i,-0.5%,12%,1%,-5%,-7%
Cc1ccc(-n2nnnc2SCC(=O)Nc2sccc2C#N)cc1,5%,2%,12%,i,2.7%,-13%,3%,4%,-39%[inhibitor]
Cc1cccc(NC(=O)Nc2nnc(N3CCCCC3C)s2)c1C (configuration not stated),14%,6%,6%,i,-1.3%,1%,15%,-2%,-5%
CCOC(=O)C1=C[C@@H](C2CCCC2)N(S(=O)(=O)c2ccc([N+](=O)[O-])cc2)[C@H]1c1ccccc1,nt,-5%,-22%,?,3.2%,?,-8%,nt,nt
O=C(C[n+]1ccccc1)Nc1c(Cl)cc(Cl)cc1Cl,-3%,13%,-7%,i,1.6%,11%,-4%,8%,?
COc1ccc(S(=O)(=O)Nc2cc(C(=O)NCCCOC(C)C)ccc2N2CCOCC2)cc1,-3%,-12%,-16%,i,-0.4%,-14%,nt,16%,3%
COc1cccc(NC(=O)CSc2nc3ccccc3nc2N2CCCC2)c1,-11%,1%,-24%,i,-0.2%,-1%,80%[activator],-9%,?
CCOc1cc(NC(=S)NCCCN2CCOCC2)c(OCC)cc1NC(=O)C(C)C,14%,12%,2%,i,0.0%,6%,2%,2%,11%
Cc1ccc(CNC(=O)CCC2CCCN(Cc3cccc4ncccc34)C2)o1 (configuration not stated),3%,12%,-4%,i,1.9%,4%,-32%,1%,-1%
Cc1cccc(C)c1OCCNC(=O)C(=O)NCc1ccco1,?,-19%,1%,i,24%,-17%,-12%,-1%,2.9µM*
COCCNC(=O)C(c1ccccc1C)N(CCOC)C(=O)Cn1nnc2ccccc21 (configuration not stated),9%,6%,-1%,i,0.0%,-19%,7%,-10%,-1%
CCOC(=O)C1CCCN(C(=O)Cc2ccc(OC)c(OC)c2)CC1 (configuration not stated),nt,4%,-6%,?,-0.3%,-6%,7%,nt,nt

# Bioassay records deposited in PubChem BioAssay by National Center for Advancing Translational Sciences (NCATS).
